Screens deposited in PubChem by National Center for Advancing Translational Sciences (NCATS).
Mm-Cpn inhibitor: Inhibitors of TCP-1 ring complex (TRiC) of Methanococcus maripaludis (MmCpn): qHTS | Potency, µM (top dose mostly 76.9 µM), inactives show at the top dose activity, negative = inhibition, most hits filed as inhibitors | purified Mm-Cpn ATPase, ADP Transcreener TR-FRET | Chaperonin Mm-Cpn (Methanococcus maripaludis) | 330,000 compounds, 0.031% hits; further: potency means the concentration at half of the fitted maximal effect; on the % scale 0 is the no-effect control and ±100 the full control effect; nearly all actives have a fitted effect of over 80% in size
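ATP (10 uM final) was added to archaeal chaperonin (25 nM final) after 10 min exposure to test compound at 37°C; after 30 min further incubation, ADP was detected by competitive TR-FRET.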
A549 tox: Nrf2 qHTS screen for inhibitors: counterscreen for cytotoxicity; A549 ARE-Fluc cells, CellTiter-Fluor viability, 18-24 h; Potency, µM (highest dose often 46 µM), for inactives: at the top dose activity change, negative = cytotoxicity, hits mostly inhibitors; 390,000 compounds, 0.16% hits; AID 504648, 2011; further: potency means the concentration at half of the fitted maximal effect; on the % scale 0 is the no-effect control and ±100 the full control effect
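Cytotoxicity counterscreen: CellTiter-Fluor fluorescence was measured in A549 ARE_Fluc cells after 18-24 h of compound exposure in a concentration series. The subsequent BugLite luminescent read reports ARE-luciferase activity.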
Akt phos inh: HTS Assay for Inhibitors of Akt Phophorylation: Primary Screen; Neuro2A IGF-stimulated pAkt S473 HTRF, 20 min; active compounds read low; activity change, % for hits at 50 µM; 360,000 compounds, 0.32% hits; in the data active means activity change below about -80%; inconclusive means mostly about -51% to -80%; further: on the % scale 0 is the no-effect control and ±100 the full control effect
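Neuro2A cells (4,500/well, DMEM with 0.5% FBS) were treated with compound at a single 50 µM final concentration, stimulated with 6 nM IGF for 20 min at 37 °C, and lysed. Phospho-Akt Ser473 was read by HTRF as 665/615 ratio ×10^4.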
TGFb inhibitor: qHTS for Inhibitors of TGF-b | HepG2 CAGA-GFP TGF-b/SMAD3 reporter, GFP fluorescence, 18 h; TGF-beta stimulated, 500 pg/mL final | Potency, µM (top dose mostly 46.1 µM), for inactives: at the top dose activity, negative = inhibition, hits mostly inhibitors | 410,000 compounds, 1.2% hits; further: potency means the concentration at half of the fitted maximal effect; on the % scale 0 is the no-effect control and ±100 the full control effect; nearly all actives have a fitted effect of over 65% in size
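Inhibition of TGF-beta-driven CAGA-GFP reporter expression in HEPG2 cells is measured by cellular GFP fluorescence after 18 h stimulation with 500 pg/mL recombinant TGF-beta in 1% FBS medium at 37 degrees C.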
CCT chaperon mod: High-Throughput Screening for Modulators of Cytosolic Chaperonin Activity; 360,000 compounds, 0.3% hits; purified chaperonin ATPase assay, HTRF ADP detection, 30 min; activity change, % (test concentration not listed), hits read low; AID 651819, 2012; in the data active means activity change below about -30%; further: on the % scale 0 is the no-effect control and ±100 the full control effect
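TRiC (40 or 20 nM final, by batch activity) in 30 mM Tris pH 7.4, 100 mM KCl, 5 mM MgCl2, 1 mM DTT was treated with compound at 76 uM single dose, then 10 uM ATP, 30 min at 37 °C. ADP was read by HTRF Transcreener.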
EPAC2 antagonist: qHTS for Antagonist of cAMP-regulated guanine nucleotide exchange factor 2 (EPAC2): primary screen; Rap guanine nucleotide exchange factor 4 (Homo sapiens), Q8WZA2; Potency, µM (highest dose often 114 µM), for inactives: at the highest dose activity, negative = inhibition, most hits filed as inhibitors; EPAC2 GEF exchange of Rap1B-BODIPY-GDP, fluorescence; AID 720708, 2013; 360,000 compounds, 0.18% hits; further: potency means the concentration at half of the fitted maximal effect; on the % scale 0 is the no-effect control and ±100 the full control effect; nearly all actives have a fitted effect of over 45% in size; many of its hits are not listed in these tables
Target sequence (Q8WZA2 whole entry, looked up): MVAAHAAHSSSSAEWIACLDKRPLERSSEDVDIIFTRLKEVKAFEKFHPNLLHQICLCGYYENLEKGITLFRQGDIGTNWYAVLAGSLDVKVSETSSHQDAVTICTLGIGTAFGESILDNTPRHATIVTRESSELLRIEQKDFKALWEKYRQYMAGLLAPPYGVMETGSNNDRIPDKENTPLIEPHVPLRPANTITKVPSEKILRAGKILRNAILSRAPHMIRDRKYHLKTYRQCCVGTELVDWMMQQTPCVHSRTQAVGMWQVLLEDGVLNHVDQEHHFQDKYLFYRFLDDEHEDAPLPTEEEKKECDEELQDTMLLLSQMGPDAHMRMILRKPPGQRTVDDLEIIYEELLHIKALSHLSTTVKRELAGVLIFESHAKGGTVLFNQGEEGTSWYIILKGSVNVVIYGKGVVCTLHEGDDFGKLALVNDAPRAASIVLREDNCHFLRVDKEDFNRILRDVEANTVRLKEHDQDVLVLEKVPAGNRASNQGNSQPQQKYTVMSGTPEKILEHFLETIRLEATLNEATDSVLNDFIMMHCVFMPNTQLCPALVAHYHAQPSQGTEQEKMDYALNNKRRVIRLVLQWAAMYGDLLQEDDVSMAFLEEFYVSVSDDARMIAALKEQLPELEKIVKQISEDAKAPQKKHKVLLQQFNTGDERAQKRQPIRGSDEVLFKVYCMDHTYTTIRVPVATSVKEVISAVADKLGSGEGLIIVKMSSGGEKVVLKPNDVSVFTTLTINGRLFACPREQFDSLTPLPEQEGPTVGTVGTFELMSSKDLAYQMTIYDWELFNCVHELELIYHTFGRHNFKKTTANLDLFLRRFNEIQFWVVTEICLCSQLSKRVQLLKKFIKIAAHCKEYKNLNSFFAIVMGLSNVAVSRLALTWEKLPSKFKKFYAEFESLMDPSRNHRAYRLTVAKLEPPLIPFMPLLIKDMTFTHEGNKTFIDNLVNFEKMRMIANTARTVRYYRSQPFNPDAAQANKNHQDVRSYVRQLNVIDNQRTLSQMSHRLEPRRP
Nrf2 inh: Nrf2 qHTS screen for inhibitors; AID 504444, 2011; 360,000 compounds, 2.1% hits; Potency, µM (titrated, usually from 46 µM), without a hit: top-dose activity change, negative = inhibition, actives largely listed as inhibitors; A549 ARE-Fluc reporter, luciferase luminescence, 18-24 h; further: potency means the concentration at half of the fitted maximal effect; on the % scale 0 is the no-effect control and ±100 the full control effect; nearly all actives have a fitted effect of over 60% in size
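A549 ARE_Fluc cells (5000/well, 5% FBS OPTI-MEM) pre-incubated 2 h, then treated with compounds 18-24 h at 37C/5% CO2 in concentration-response. CellTiter-Fluor viability read first; BugLite luciferase luminescence after 15 min at room temperature gives Nrf2 activity.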
EPAC2 ag: qHTS for Agonist of cAMP-regulated guanine nucleotide exchange factor 4 (EPAC2): primary screen | EPAC2 activation, biochemical qHTS; response scale: 100% = 6.5 mM cAMP response | Potency, µM (top dose mostly 154 µM), inactives show at the top dose activation, most hits filed as activators | 360,000 compounds, 0.079% hits | AID 720711, 2013; further: potency means the concentration at half of the fitted maximal effect; nearly all actives have a fitted effect of over 50% in size
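Compounds were titrated in qHTS against a Rap1B-BODIPY-GDP (250 nM) complex with EPAC2 (100 nM) and GDP (50 uM). BODIPY-GDP release tracked at 480/540 nm over 30 min at room temperature, normalized to 6.5 mM cAMP.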
Nrf2 activator: qHTS of Nrf2 Activators. AREc32 ARE-luciferase reporter (MCF7-derived line), luminescence, 24 h. Potency, µM (doses to about 46.1 µM), inactives show at the highest dose activation, actives largely listed as activators. 410,000 compounds, 0.31% hits. AID 624171, 2012; further: potency means the concentration at half of the fitted maximal effect; % of control where 0% means no effect; nearly all actives have a fitted effect of over 65% in size
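Nrf2 activation is followed as ARE-luciferase induction in the AREc32 line after one day of compound treatment; luminescence is read with Steady-Glo.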
* = called active by the depositor; i = inactive; ? = inconclusive; / = no result given; & = joins results of further samples; [ ] = dose if it differs, or a comment. Unless noted, the call rests on the fitted dose curve; in most records, active means well fitted curve in the direction sought with a large enough effect; inconclusive means small, poorly fitted or top-dose-only effect, or another doubt; inactive means no such curve, though single readings can be large; an effect the other way counts as inactive or inconclusive. Only part of the results is shown (hit frequency here may not be typical).

SMILES	Mm-Cpn inhibitor	A549 tox	Akt phos inh	TGFb inhibitor	CCT chaperon mod	EPAC2 antagonist	Nrf2 inh	EPAC2 ag	Nrf2 activator
COc1ccc(Nc2nccc(-c3ccc([N+](=O)[O-])cc3)n2)cc1	1%	0%	i	24%	0.2	13%	-9%	1%	31%
CC(=O)NCCn1c(SCC(=O)c2ccc(Cl)cc2)nc2ccccc2c1=O	0%	-1%	i	-9%	-4.0	6%	-11%	-4%	-0.2%
O=C(CCCOc1ccccc1)Nc1ccc(Cl)cn1	1%	-1%	i	-25%	-0.2	1%	?	0%	2.4%
Cc1cc(NC(=O)c2c(F)cccc2Cl)n(-c2nc3ccccc3[nH]2)n1	3%	-18%	i	?	-0.9	-18%	15µM*	16%	-1.5%
O=C1NCCN1C(=O)c1cccc(Cl)c1	-2%	-2%	i	5%	-3.4	1%	2%	0%	0.5%
Cc1ccc(S(=O)(=O)n2cnc3ccccc32)cc1[N+](=O)[O-]	0%	-3%	i	13%	-0.2	7%	-20%	-3%	-0.6%
O=C(N/N=C/c1cccc(C(F)(F)F)c1)C1CCN(c2ncc(C(F)(F)F)cc2Cl)CC1	1%	-11%	i	0%	-2.2	1%[57.1 µM]	3%	-14%	0.3%
CCOc1ccc(S(=O)(=O)Nc2nc3cc(OC)ccc3s2)cc1	-1%	3%	i	-5%	2.2	11%	/	1%	-0.7%
CCCn1c(SCc2nc(N)nc(N3CCCCC3)n2)nc2c1c(=O)n(C)c(=O)n2C	-2%	-8%	i	9%	-0.1	-2%	?	-12%	0.2%
O=C(Cc1ccc(Cl)cc1)OCC(=O)N1CCCCCC1	2%	3%	i	-11%	-2.9	5%	-2%	4%	-0.4%
Cc1c(CN(C)C(=O)CSc2nc(-c3ccco3)cc(C(F)(F)F)n2)cnn1C	-2%	-18%	i	?	0.1	-1%	16µM*	5%	0.2%
COc1ccccc1OCCn1cc(C#N)c2ccccc21	1%	18%	i	10%	-1.0	1%	-13%	16%	2.3%
Cc1ccc(-n2cc(CNCC3CC(=O)N(C4CC4)C3)c(-c3cccc(C)c3)n2)cc1 (stereo not given)	2%	-18%	i	?	1.4	-11%	-17%	-9%	3.3%
O=C(CCCO)N/N=C/c1cc(Br)ccc1O	0%	-3%	i	?	1.3	2%	1%	3%	0.0%
Cc1[nH]ccc(=O)c1OCC(=O)O	1%	0%	i	4%	-0.2	-1%	11%	7%	0.4%
CC(NC(=O)Nc1nnc(C(F)(F)F)s1)(C(F)(F)F)C(F)(F)F	-2%	16µM*	i	?	0.3	-5%	5.2µM*	-3%	-0.2%
O=C(Nc1cccc2c1C(=O)NC2=O)c1ccc(N2C(=O)CCC2=O)cc1	-3%	15%	i	-16%	-0.9	-2%	16%	7%	-0.6%
CN(Cc1ccccc1)C(=O)c1ccc(NC(=O)Cc2ccc(NC(=O)C3CCN(S(=O)(=O)c4cccc([N+](=O)[O-])c4)CC3)cc2)cc1	/	-16%	i	-5%	-6.1	1%	?	12%	0.8%
Cc1cc(C)cc(N(CC(=O)Nc2ccc(C(F)(F)F)cc2)S(=O)(=O)c2c(C)[nH]c(=O)[nH]c2=O)c1	-2%	3%&-5%	i	?	-1.2	?	8%&-5%	-6%	-0.4%&4.7%
Cc1ccc(SCC(=O)Nc2ccc3oc(-c4cccc(Cl)c4)nc3c2)cc1	/	-17%	/	-1%	/	/	-28%	/	16%
O=C(CSc1nnc(-c2ccncc2)n1Cc1ccccc1)NCCc1ccccc1	2%	0%	i	-11%	-0.3	-1%	5%	3%	-0.1%
c1ccc(C2Nc3ccccc3C3OCCCC23)cc1 (stereo not given)	0%	1%	i	-5%	1.7	-2%	-10%	12%	-0.8%
Cc1ccc(S(=O)(=O)C2C(=O)NC3(C)CC2c2ccccc2O3)cc1 (stereo not given)	3%	9%	i	2%	-0.4	4%	6%	-9%	-0.5%
CCOc1ccc(NC(=S)N2CCCC2)cc1	3%	1%	i	13%	1.3	-1%	?	7%	-0.3%
O=c1c2ccccc2nc(/C=C/c2ccc([N+](=O)[O-])o2)n1CCCO	1%	23µM*	i	5.6µM*	1.1	4%	21µM*	-8%	-0.7%

Single values from above:
Value of COc1ccc(Nc2nccc(-c3ccc([N+](=O)[O-])cc3)n2)cc1 under TGFb inhibitor: 24%
Value of Cc1cc(NC(=O)c2c(F)cccc2Cl)n(-c2nc3ccccc3[nH]2)n1 under Mm-Cpn inhibitor: 3%
Value of Cc1ccc(S(=O)(=O)n2cnc3ccccc32)cc1[N+](=O)[O-] under EPAC2 ag: -3%
Value of O=C(CCCOc1ccccc1)Nc1ccc(Cl)cn1 under TGFb inhibitor: -25%
Value of O=C(CCCO)N/N=C/c1cc(Br)ccc1O under EPAC2 ag: 3%

Additional records follow.
SMILES	Mm-Cpn inhibitor	A549 tox	Akt phos inh	TGFb inhibitor	CCT chaperon mod	EPAC2 antagonist	Nrf2 inh	EPAC2 ag	Nrf2 activator
Cc1oc2c(C)c3oc(=O)c(CCC(=O)N[C@@H](CC(C)C)C(=O)O)c(C)c3cc2c1C	-4%	4%	i	-2%	1.4	-19%	6%	-2%	-0.2%
CCN(CC)c1cc(-c2ccccc2)ncn1	-1%	1%	i	1%	-5.2	-4%	-4%	18%	2.5%
NS(=O)(=O)c1cc(C(=O)NCC2CCCCC2)ccc1Cl	-1%	1%	i	19%	-0.2	1%	-7%	4%	0.0%
COc1ccc(Br)cc1-c1nc(C)c(C(C)=O)n1O	0%	10%	i	-4%	-0.7	0%	/	9%	0.6%
Nc1nc(NCCc2ccccc2)nc(NCCO)c1[N+](=O)[O-]	3%	5%	i	-15%	1.2	1%	-2%	9%	17%
COc1cc(Nc2nc3c(S(=O)(=O)c4ccc(C)c(C)c4)nnn3c3ccsc23)cc(OC)c1	/	3%	/	-6%	/	/	29%	/	-0.5%
Cc1ccc(CNC(=O)CN(C(=O)C2(C)CC(=O)N=C3C=CC=CN32)c2ccc(F)cc2)cc1 (stereo not given)	-5%	6%	i	-15%	0.4	1%	8%	3%	-0.9%
COc1ccc(CCN2CC(C(=O)OC(C)C(=O)Nc3cccc(Cl)c3)CC2=O)cc1OC (stereo not given)	1%	0%	i	-10%	-1.9	14%	7%	4%	-0.2%
CC(=O)NC(CSc1cc(C)nc2ccc(Br)cc12)C(=O)O (stereo not given)	-12%	2%	i	0%	0.4	1%	19%	7%	-0.7%
O=S(=O)(c1cccc2cccnc12)N1CCOCC1	-1%	-9%	i	3%	-0.1	6%	13%	10%	0.5%
COc1ccc([N+](=O)[O-])c(S(=O)(=O)c2ccccc2)n1	2%	?	i	3.2µM*	-0.5	2%	?	1%	-3.5%
O=C(Nc1ccc(N2CCOCC2)cc1)Nc1ccc2nc(-c3ccco3)c(-c3ccco3)nc2c1	-3%	?	i	-1%	-5.1	8%	?	7%	2.1%
Cc1ccc(OCC(=O)c2cc(C)n(C)c2C)c([N+](=O)[O-])n1	1%	3%	i	5%	2.3	12%	?	2%	10%
CC(C)c1ccc(S(=O)(=O)N2CCN(C(=O)C3CCCCC3)CC2)cc1	0%	-2%	i	-4%	-1.3	-8%	-10%	17%	-0.7%
CCn1nccc1C(=O)NC1=C(C#N)CCC1	1%	-2%	i	6%	-0.4	19%	8%	6%	0.3%
COCCOC(=O)C1=C(N)OC2=C(C(=O)CC(C)(C)C2)C1c1ccncc1 (stereo not given)	1%	7%	i	-2%	2.0	23%	6%	5%	-0.3%
Cc1ccc2cc(C3CC(c4cccs4)=NN3S(C)(=O)=O)c(Cl)nc2c1 (stereo not given)	-3%	-5%	i	-7%	-0.1	2%	-14%	6%	0.6%
CCOc1ccc(CC(=O)Nc2c(C(=O)c3ccc(Cl)cc3)oc3ccccc23)cc1OCC	/	-1%	/	23%	/	/	-16%	/	-0.1%
COc1ccc(Cn2ccn(Cc3cccc(Cl)c3)c(=O)c2=O)cc1	/	-8%	/	-7%	/	/	?	/	0.2%
COc1ccc(NC(=O)CN(C)C(=O)c2cccc(S(=O)(=O)Nc3ccc(F)cc3)c2)cc1	1%	-3%	i	?	-1.8	1%	4%	15%	0.2%
Cc1nn2c(-c3ccc(S(=O)(=O)N4CCN(CCO)CC4)o3)nnc2c2ccccc12	0%	4%	i	-1%	-3.8	-1%	-3%	-3%	?
CC(=O)c1ccc(NC(=O)Cn2cnc(S(=O)(=O)N3CCC(C)CC3)c2)cc1	1%	-3%	i	3%	-0.7	-12%	14%	-3%	0.4%
N#Cc1ccccc1Sc1ccccc1C(=O)NCC(c1ccco1)N1CCCCC1 (stereo not given)	1%	-5%	i	-7%	-1.2	-8%	7%	7%	0.5%
CCC(C)N(C(=O)COC(=O)C1CCN(S(=O)(=O)c2ccc(C)c(C)c2)CC1)C1CCS(=O)(=O)C1 (stereo not given)	1%	-2%	i	-13%	-0.2	-7%	5%	-2%	-0.5%

No new results follow: entries from further up.
SMILES	Mm-Cpn inhibitor	A549 tox	Akt phos inh	TGFb inhibitor	CCT chaperon mod	EPAC2 antagonist	Nrf2 inh	EPAC2 ag	Nrf2 activator
Cc1oc2c(C)c3oc(=O)c(CCC(=O)N[C@@H](CC(C)C)C(=O)O)c(C)c3cc2c1C	-4%	4%	i	-2%	1.4	-19%	6%	-2%	-0.2%
CCN(CC)c1cc(-c2ccccc2)ncn1	-1%	1%	i	1%	-5.2	-4%	-4%	18%	2.5%
